Screens deposited in PubChem by ICCB-Longwood Screening Facility, Harvard Medical School.
Polio RdRp inh: inhibitors of poliovirus RNA polymerase binding and polymerization. actives 0.66% (n = 150,000). % elongation, % (compound at 16.7 µg/mL). poliovirus polymerase elongation, fluorescence polarization; hits give low values. P03300; in the data active means % elongation below about 90%; further: some results filed as inactive read as strong as hits
Target sequence (P03300 1749-2209 limits assumed): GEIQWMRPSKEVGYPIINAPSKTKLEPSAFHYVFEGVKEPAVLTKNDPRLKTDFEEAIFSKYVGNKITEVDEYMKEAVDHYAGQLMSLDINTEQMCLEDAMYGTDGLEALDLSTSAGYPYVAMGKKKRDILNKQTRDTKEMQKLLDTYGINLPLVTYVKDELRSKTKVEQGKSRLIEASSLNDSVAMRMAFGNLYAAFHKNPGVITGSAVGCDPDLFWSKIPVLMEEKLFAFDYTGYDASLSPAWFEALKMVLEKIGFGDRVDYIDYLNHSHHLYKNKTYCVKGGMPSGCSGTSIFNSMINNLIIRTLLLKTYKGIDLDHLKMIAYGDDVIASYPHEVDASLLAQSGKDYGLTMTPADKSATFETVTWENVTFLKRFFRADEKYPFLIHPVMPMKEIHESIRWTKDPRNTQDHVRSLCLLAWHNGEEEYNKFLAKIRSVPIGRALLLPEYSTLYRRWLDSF
Polio RdRp inh FP z-score: further read-out of Polio RdRp inh, marked with its call; z-score; measured here: FP z-score; hits read low
An asterisk follows results filed as active; & = joins results of further samples.

compound,Polio RdRp inh,Polio RdRp inh FP z-score
Cc1ccc(S(=O)(=O)c2nc(-c3ccc(F)cc3)oc2SCC(=O)c2ccccc2)cc1,104,-0.2
COc1ccc(N=Nc2c(N)n[nH]c2N)cc1,101,-0.2
CCOC(=O)CCc1c(C)c2ccc(OCC(=O)N(CC)CC)c(C)c2oc1=O,104,1.4
CC(C)C(NC(=O)c1ccco1)C(C)C,101,0.1
CCc1nn(CC(=O)NCCc2ccc(Cl)cc2)c(=O)c2cc3ccccc3n12,111,0.3
NC(=S)/N=C1/CCN(c2ccccc2)N1,100,-0.6
CN(C(=O)Oc1cccc2cccnc12)c1ccccc1,104,0.4
CCOC(=O)c1csc(Nc2ccccn2)n1,102,-0.2

compound,Polio RdRp inh,Polio RdRp inh FP z-score
COc1ccc(S(=O)(=O)N2CCC(Oc3ccc(-n4cnnn4)cc3)CC2)cc1OC,105,-0.4
CCOc1ccc(OCC)c(NC(=O)c2csc3c2CCCC3)c1,105,0.2
Cc1c(Cl)cccc1NC(=O)c1ncoc1-c1ccco1,109,0.6
COC(=O)c1ccccc1NC(=O)CSc1nc(-c2ccccc2)cc(C(F)(F)F)n1,98,-0.6
c1ccc2c(c1)nc1n2CCNC1,99,-0.3
O=C(Nc1ncnc2sc3c(c12)CCCC3)C(F)(F)F,100,-0.4
Cc1ccc2c(c1)-c1nc(-c3ccc4c(c3)NC(=O)CO4)cc(-c3ccccc3)c1CO2,106,0.3
Cc1ccc(C)c(NC(=O)CSc2nc(=O)n(Cc3ccccn3)c3c2CCC3)c1,109,0.7

Whole records, quoted from the list. Order of screens: Polio RdRp inh	Polio RdRp inh FP z-score
`CCOc1ccc(OCC)c(NC(=O)c2csc3c2CCCC3)c1` in the list: 105	0.2
`c1ccc2c(c1)nc1n2CCNC1` in the list: 99	-0.3
`O=C(Nc1ncnc2sc3c(c12)CCCC3)C(F)(F)F` in the list: 100	-0.4
`COc1ccc(S(=O)(=O)N2CCC(Oc3ccc(-n4cnnn4)cc3)CC2)cc1OC` in the list: 105	-0.4
`COC(=O)c1ccccc1NC(=O)CSc1nc(-c2ccccc2)cc(C(F)(F)F)n1` in the list: 98	-0.6

Next part
compound,Polio RdRp inh,Polio RdRp inh FP z-score
Cc1ccccc1OCC(=O)Nc1c(C(=O)Nc2ccccc2F)oc2ccccc12,103,-0.2
Cc1cc(C)cc(-n2c(C)cc(/C=C3/C(=N)N4C=CSC4=NC3=O)c2C)c1,103,0.2
CCN(CC)c1ccc(NC(=S)Nc2ccc(S(N)(=O)=O)cc2)cc1,102,1
CCNc1nc(NC(C)C)nc(C(=O)O)n1,101,-0.2
CN1/C(=C\C(=O)CN2C(=O)NC3(CCCCC3)C2=O)C(C)(C)c2ccccc21,106,0.4
Cc1cccc(N2C(=O)CC(Sc3ncccc3C(=O)O)C2=O)c1C (stereo unspecified),102,0
CCOc1ccc(OCCCC(=O)OCc2nnc3n(C)c(=O)c4ccccc4n23)cc1,104,0.1
CC/C(O)=C1\C(=O)CCCC1=NCCc1c(C)[nH]c2ccccc12,101,-0.5

compound,Polio RdRp inh,Polio RdRp inh FP z-score
Cc1nc2c(cc(O)c3ccsc32)s1,106,0.5
CCN(CCCNC(=O)c1cc2cc3cc(C)ccc3nc2s1)c1cccc(C)c1,109,0.7
COc1ccc(C(=O)COC(=O)c2ccc3c(=O)n4c(nc3c2)CCC4)cc1OC,99,-0.8
NS(=O)(=O)c1ccc(CNC(=O)c2ccc(C(=O)N(C3CCCCC3)C3CCCCC3)cc2)cc1,95,-1.1
CCc1ccccc1N1CC(c2nnc(NC(=O)c3ccco3)s2)CC1=O (stereo unspecified),103,-0.9
COc1ccc(C)cc1NC(=O)N(C(C)C)C1CCN(C(C)=O)CC1,113,1.3
CS(=O)(=O)N1CCN(C(=S)Nc2cccc3ccccc23)CC1,101,0.5
COc1ccc(N2CCN(C(=S)c3ccccc3)CC2)cc1,99,-0.6

compound,Polio RdRp inh,Polio RdRp inh FP z-score
CC(=O)N(Cc1ccc(S(N)(=O)=O)cc1)C1CC(=O)N(c2ccccc2)C1=O (stereo unspecified),101,-0.1
Cc1ccc(C(=O)NC2CCCC2)s1,98,-1.5
CC(=O)Nc1ccc(N2C(=O)CC(/C=C3/N(C)c4ccccc4C3(C)C)C2=O)cc1 (stereo unspecified),103,0.2
O=C1NC(c2ccccc2)=NC1=C(Cl)Cl,104,0.4
CC(C)c1ccc(NC(=O)c2cc(S(=O)(=O)NCCc3ccccc3)ccc2F)cc1,104,-0.9
CCOc1ccc(/C=C2\SC(N3CCCC3)=NC2=O)cc1,102,0.1
CC1(C)CC(=O)C2=C(C1)NC(SCC(=O)N1CCOCC1)=C(C#N)C2c1ccco1 (stereo unspecified),99,-0.4
O=C(CNCCc1ccc2c(c1)OCCO2)NC1CCCCCC1,104,0.1

compound,Polio RdRp inh,Polio RdRp inh FP z-score
C/C=C1/C[C@@H](C)[C@](O)(CO)C(=O)OCC2=CCN3CC[C@@H](OC1=O)[C@@H]23,110&103,0.9&0.4
CC(C)C1Oc2ccccc2N(CC(=O)N(Cc2ccccn2)C2CC2)C1=O (stereo unspecified),102,0.2
CN1CCN(C(=O)NC2CCCCC2)CC1,100,-0.9
Cc1cc(-c2ccc(C)c(S(=O)(=O)Nc3cccc(C#N)c3)c2)on1,106,-0.3
O=C(NCCOc1ccccc1-c1ccccc1)c1cccc2ccccc12,105,0.2
CCOC(=O)c1c(NC(=O)c2ccccc2C(=O)O)sc2c1CCCC2,100,-0.3
O=C(c1c(O)c2ccccc2oc1=O)C1CC1,102,0.1
Cc1ccc2[nH]c3c(=O)n(CC(=O)N4CC(C)CC(C)C4)ncc3c2c1 (stereo unspecified),102,-0.1

compound,Polio RdRp inh,Polio RdRp inh FP z-score
O=C(COC(=O)C1CCCCC1C(=O)N1CCc2ccccc21)NCc1ccco1 (stereo unspecified),104,0.2
COC(=O)c1c(C)[nH]c(C)c1C(=O)c1ccccc1Cc1ccccc1,100,-0.1
Oc1cc2ccsc2c2ccccc12,101,-0.3
O=S(=O)(c1ccccc1C(F)(F)F)N1CCN(c2ncccn2)CC1,98,-0.6
CC(C)N1CCc2nc(SCC(=O)Nc3cccc(Cl)c3)[nH]c(=O)c2C1,101,-0.3
COc1ccc(SCC(=O)O)cc1,105,0.7
Cc1nc2nc(SCC(=O)N3CCC4(CC3)OCCO4)nn2c(C)c1Cc1ccccc1Cl,102,0.2
COc1ccc(CN2CC(C)OC(C)C2)cc1 (stereo unspecified),98,-0.7

compound,Polio RdRp inh,Polio RdRp inh FP z-score
COc1ccc(OC)c(CCNC(=O)c2cc3c(=O)oc4ccc(C)cc4c3s2)c1,108,0.5
CN(C)C(CN)c1ccco1 (stereo unspecified),101,-0.1
Nc1ccc(-c2nc3c(Cl)cccc3[nH]2)cc1,101,-0.3
NC(=S)c1ccc(-c2ccno2)s1,100,-0.7
CC(COc1ccc2c(c1)OCO2)NC(=O)c1c(F)cccc1F (stereo unspecified),102,0.1
CCc1sc(Nc2cccc(C)c2C)nc1-c1cc2cccc(OC)c2oc1=O,112,1.1
Nc1c(C(=O)NCC2CCCO2)sc2ccc(S(=O)(=O)N3CCCCC3)cc12 (stereo unspecified),104,0.8
O=S(=O)(NCC1COc2ccccc2O1)c1ccc(N2CCOCC2)nc1 (stereo unspecified),103,0

Quoted at random: two entries already listed, in no set order.
compound,Polio RdRp inh,Polio RdRp inh FP z-score
O=S(=O)(NCC1COc2ccccc2O1)c1ccc(N2CCOCC2)nc1 (stereo unspecified),103,0
NC(=S)c1ccc(-c2ccno2)s1,100,-0.7

New compounds follow
compound,Polio RdRp inh,Polio RdRp inh FP z-score
O=C(O)CCC(=O)c1cccs1,82*,-9.2*
Cc1cccc(OCC(=O)NC2CCCC2)c1,102,-0.1
COc1cccc(C2=NN(C(C)=O)C(c3cn(-c4ccccc4)nc3-c3cccs3)C2)c1 (stereo unspecified),101,-1.2
O=C(O)c1ccccc1C(=O)OCCN1CCOCC1,101,0.1
O=c1c(-c2nnc3c(Cl)nc4ccccc4n23)coc2ccccc12,116,1.3
COC(=O)c1c(C)n(-c2ccc(OC)cc2)c2ccc(O)cc12,101,0.4
Cc1cc(C)n(/N=C/c2ccccc2O)c(=O)c1,101,0
COc1ccc(OC)c(NC(=O)CC(Cc2ccccc2OC)C(=O)O)c1 (stereo unspecified),104,0.5

Of the compounds above, these have a Cl atom.
compound,Polio RdRp inh,Polio RdRp inh FP z-score
CCc1nn(CC(=O)NCCc2ccc(Cl)cc2)c(=O)c2cc3ccccc3n12,111,0.3
Cc1c(Cl)cccc1NC(=O)c1ncoc1-c1ccco1,109,0.6
O=C1NC(c2ccccc2)=NC1=C(Cl)Cl,104,0.4
CC(C)N1CCc2nc(SCC(=O)Nc3cccc(Cl)c3)[nH]c(=O)c2C1,101,-0.3
Cc1nc2nc(SCC(=O)N3CCC4(CC3)OCCO4)nn2c(C)c1Cc1ccccc1Cl,102,0.2
Nc1ccc(-c2nc3c(Cl)cccc3[nH]2)cc1,101,-0.3
O=c1c(-c2nnc3c(Cl)nc4ccccc4n23)coc2ccccc12,116,1.3

(more compounds)
compound,Polio RdRp inh,Polio RdRp inh FP z-score
C#CCn1cc(/C=N\NC(=O)COc2cccc3cccnc23)c2ccccc21,102,-0.1
CCc1noc(C)c1C(=O)OCC(=O)c1ccc2ccccc2c1,105,0.2
COc1cc(OC)c(NC(=O)CCc2c(C)nc3ncnn3c2C)cc1Cl,108,0.3
CS(=O)(=O)N1CCCC(C(F)(F)F)C1 (stereo unspecified),106,0.3
COc1ccc(Cl)c(NCCC(=O)O)c1,100,-0.3
COc1ccc(CCN=C(C)C2=C(O)COC2=O)cc1OC,98,-0.5
CCCN(C(=O)Cc1coc2cc(OC)ccc12)C1CCS(=O)(=O)C1 (stereo unspecified),101,-0.3
CCSC1=NC2(CCN(C(=O)Nc3ccccc3)CC2)N=C1c1ccccc1,102,0.6

compound,Polio RdRp inh,Polio RdRp inh FP z-score
CC(CC(=O)O)n1nnc2ccccc21 (stereo unspecified),102,-0.2
CC(C)c1ccc2nc(SCC(=O)N3CCCC3)c(C#N)cc2c1,106,1.4
Cc1ccc(OC(=O)c2cc(S(=O)(=O)N3CCCC3)ccc2C)cc1C,101,0.1
CC(C#N)(NC(=O)CN1CCN(c2cccc(C(F)(F)F)c2)CC1)C1CC1 (stereo unspecified),105,0.2
COc1ccc(-n2cnc3cc(C(=O)N4CCOCC4)ccc32)cc1,101,-0.3
CN(C)S(=O)(=O)c1ccc(C(=O)Nc2c(C(=O)Nc3ccc(F)cc3)oc3ccccc23)cc1,100,-1.5
C/C=C/C/C=C/CCC(=O)[C@H]1O[C@H]1C(N)=O,103&98,0.4&0
CCCCN(C)C(=O)CSc1c2c(nc3ccc(Cl)cc13)CCCC2,100,-0.7

compound,Polio RdRp inh,Polio RdRp inh FP z-score
Cc1cc(C)cc(Oc2c(C(F)(F)F)oc3cc(OCC(=O)NC4CCCCC4)ccc3c2=O)c1,99,-1.8
COc1ccc(-c2nonc2NC(=O)c2ccccc2)cc1,104,0.9
COc1ccc(NC(=O)CCSc2nc(-c3ccco3)cc(C(F)(F)F)n2)cc1,106,0.3
CN(C)CCNc1cc(N2CCN(C(=O)c3ccco3)CC2)c2noc3c2c1C(=O)c1ccccc1-3,75,-4.3
CCOCNC(=O)Nc1ccc(Cl)cc1,102,0
COc1ccc(-n2nc(C(=O)Nc3ccccc3OC)c3c4ccccc4n(C)c3c2=O)cc1Cl,107,0.4
CNCC(O)C(O)C(O)C(O)CO (stereo unspecified),101,0.1
CC1CCP(=S)(N(C)C)O1 (stereo unspecified),100,-0.4

compound,Polio RdRp inh,Polio RdRp inh FP z-score
Cn1c(=NC(=O)CCS(=O)(=O)c2ccc(F)cc2)sc2cc(F)ccc21,102,-0.1
COc1ccc(CSc2nc3ccncc3n2Cc2nc(-c3ccc(OC)c(OC)c3)oc2C)cc1,116,1.6
O=C(COc1ccccc1[N+](=O)[O-])Nc1ccc(-c2nc3ccccc3s2)cc1,107,0
CCOCC(=O)OCc1ccc(Cl)cc1,102,0.2
O=C(c1cccc([N+](=O)[O-])c1)N1CCN(c2ccc(Nc3ccccc3)nn2)CC1,109,0.6
COc1ccc(CN(C)C(=O)CN2C(=O)C3CC=CCC3C2=O)cc1OC (stereo unspecified),101,-0.1
CCOC(=O)C(C#N)c1nc2ccccc2nc1N1CCN(C(=O)c2ccco2)CC1 (stereo unspecified),110,0.6
CCOC(=O)/C=C(\C)N1CCOCC1,108,0.6

compound,Polio RdRp inh,Polio RdRp inh FP z-score
CCCCN(C)CCCNC(=O)c1ccc2nc(N3CCCCC3)sc2c1,114,1.2
CN(C)c1cc(C(F)(F)F)nc2c(Cl)c(C(C)(C)C)nn12,102,0
COc1ccc(N2C(=O)/C(=C\C=C\c3ccccc3)SC2=S)cc1,101,-0.1
COc1ccc(NC(=O)CSc2c3c(nc4ccccc24)CCC3)c(OC)c1,96,-1.5
O=C1CCCc2cc(S(=O)(=O)N3CCCC(C(=O)Nc4ccc(F)c(Cl)c4)C3)ccc2N1 (stereo unspecified),105,-0.6
CCOC(=O)c1ccccc1NC(=O)C=C(C)C,99,-0.6
CCOC(=O)c1[nH]c2sc(C)c(C)c2c1N,98,-1.9
Cc1ccc(CN(Cc2ccco2)C(=O)COc2ccc(Cl)cc2)o1,107,0.1

compound,Polio RdRp inh,Polio RdRp inh FP z-score
COC(=O)c1ccc(CNCC2COc3ccccc3O2)o1 (stereo unspecified),106,0.6
O=C(CN1CCN(Cc2ccc(Cl)cc2)C1=O)NCC1COc2ccccc2O1 (stereo unspecified),106,1.4
COC(=O)c1cc(S(=O)(=O)N(CC(C)C)CC(C)C)c[nH]1,100,-1.2
Cc1cccc(CCn2c(=O)c3ccccc3n(Cc3ccccc3C)c2=O)c1,111,0.8
COc1ccc2nc3oc(C(=O)NC4CCN(Cc5ccccc5)CC4)cc3cc2c1,101,0
C=CCN(CC=C)C(=O)CSC1=C(C#N)C(C)(C)C(C#N)C(=O)N1 (stereo unspecified),111,1.1
OCc1nc2ccccc2n1Cc1c(F)cccc1Cl,108,0.3

Not all compounds are listed (hit frequency here may not be typical).
